Glioma ERSR ind = ER stress response induction in glioma | U87-MG GRP78 promoter luciferase reporter, 16 h | Potency, µM, without a hit: top-dose activation, hits mostly activators | actives 0.02% (n = 420,000) | AID 602332; note: potency is the fitted concentration of half-maximal effect; series mostly up to about 76 µM; % of control where 0% means no effect; nearly all actives have a fitted effect of over 35% in size
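Stably transfected U87-MG glioma cells carrying a GRP78-based luciferase sensor; 16 h compound incubation. Luminescence end-point read 10 min after Bright-Glo addition at room temperature.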
Pol beta inh = blocks human DNA polymerase beta activity | actives 1.3% (n = 340,000) | Potency, µM (series often up to 114 µM), for the others: top-dose activity change, negative = inhibition, usual class: inhibitors | AID 485314 | Pol beta primer extension/strand displacement, fluorescence kinetic; note: potency is the fitted concentration of half-maximal effect; % is set by controls: 0 for no effect and ±100 for the full control effect
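10 nM enzyme + cpd, 15 min RT; start with substrate 50 nM final; read 0 min and after 10 min RT. Corrected, normalized data; 4-parameter Hill curve fit.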
Apoferritin bind = candidate novel general anesthetic via apoferritin binding; P02791; apoferritin/1-aminoanthracene competitive binding, fluorescence; Potency, µM (highest dose often 77.5 µM), inactives show at the highest dose activity change, negative = displacement, usual class: inhibitors; AID 485281; actives 0.074% (n = 350,000); note: potency is the fitted concentration of half-maximal effect; % is set by controls: 0 for no effect and ±100 for the full control effect; nearly all actives have a fitted effect of over 20% in size
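Apoferritin-based anesthetic binding model; compound displacement of fluorescent 1-AMA measured as endpoint fluorescence after 10 minutes at room temperature, scaled to free-ligand and complex controls.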
Pol kappa inh = inhibitors of human DNA polymerase kappa | Q9UBT6 | purified Pol kappa, fluorescent DNA synthesis assay, 10 min | Potency, µM (series often up to 107 µM), for inactives: top-dose activity, negative = inhibition, most hits filed as inhibitors | actives 0.53% (n = 400,000); note: potency is the fitted concentration of half-maximal effect; % is set by controls: 0 for no effect and ±100 for the full control effect
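50 nM final substrate added after 15 min RT preincubation of 10 nM Pol kappa with compound; fluorescence read at 0 and 10 min.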
BLM inh = inhibitors of human Bloom syndrome helicase BLM | Potency, µM (series often up to 56.1 µM), without a hit: at the highest dose activity change, negative = inhibition, actives largely listed as inhibitors | actives 0.2% (n = 350,000) | P54132 | recombinant BLM DNA unwinding, fluorescence dequenching;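 note: potency is the fitted concentration of half-maximal effect; plate controls were vehicle for no effect and no enzyme for full effect; nearly all actives have a fitted effect of over 35% in size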
Target sequence (P54132 whole entry, looked up): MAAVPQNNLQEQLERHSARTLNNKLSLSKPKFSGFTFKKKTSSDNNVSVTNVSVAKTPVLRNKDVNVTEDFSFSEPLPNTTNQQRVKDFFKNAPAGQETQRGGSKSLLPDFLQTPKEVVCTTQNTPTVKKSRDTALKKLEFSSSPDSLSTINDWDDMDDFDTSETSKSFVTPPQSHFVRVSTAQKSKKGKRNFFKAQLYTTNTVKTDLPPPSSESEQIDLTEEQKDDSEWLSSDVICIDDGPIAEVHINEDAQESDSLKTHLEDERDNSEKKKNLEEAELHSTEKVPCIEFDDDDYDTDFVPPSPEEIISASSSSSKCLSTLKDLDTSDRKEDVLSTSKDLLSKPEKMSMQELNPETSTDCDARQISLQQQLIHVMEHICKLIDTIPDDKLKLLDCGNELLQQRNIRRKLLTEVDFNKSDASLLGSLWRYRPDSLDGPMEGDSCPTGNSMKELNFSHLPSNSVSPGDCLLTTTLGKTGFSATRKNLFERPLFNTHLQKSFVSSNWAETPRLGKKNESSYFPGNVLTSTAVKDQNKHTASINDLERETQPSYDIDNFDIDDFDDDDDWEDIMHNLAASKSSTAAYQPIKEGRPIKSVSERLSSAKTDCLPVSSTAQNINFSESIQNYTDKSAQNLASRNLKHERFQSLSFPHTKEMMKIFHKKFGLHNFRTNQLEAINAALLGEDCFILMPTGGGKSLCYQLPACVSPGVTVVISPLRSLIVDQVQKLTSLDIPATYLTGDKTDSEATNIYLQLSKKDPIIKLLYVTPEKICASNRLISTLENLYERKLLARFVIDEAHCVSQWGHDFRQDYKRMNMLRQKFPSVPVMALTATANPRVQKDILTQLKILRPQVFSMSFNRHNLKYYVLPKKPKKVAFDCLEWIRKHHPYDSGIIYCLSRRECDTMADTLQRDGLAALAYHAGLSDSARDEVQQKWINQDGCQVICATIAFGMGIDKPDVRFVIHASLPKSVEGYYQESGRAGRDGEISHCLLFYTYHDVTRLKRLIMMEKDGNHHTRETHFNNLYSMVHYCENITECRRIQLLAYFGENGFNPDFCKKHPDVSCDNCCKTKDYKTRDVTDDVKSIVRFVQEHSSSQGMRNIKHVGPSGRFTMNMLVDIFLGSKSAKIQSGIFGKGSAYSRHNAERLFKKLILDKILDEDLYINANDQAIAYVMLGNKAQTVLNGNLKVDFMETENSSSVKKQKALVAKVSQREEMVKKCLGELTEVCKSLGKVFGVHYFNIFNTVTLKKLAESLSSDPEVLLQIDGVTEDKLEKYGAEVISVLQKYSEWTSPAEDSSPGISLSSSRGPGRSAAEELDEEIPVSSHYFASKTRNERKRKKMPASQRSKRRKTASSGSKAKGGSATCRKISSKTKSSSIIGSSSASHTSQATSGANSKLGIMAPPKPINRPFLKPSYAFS
Pol iota inh = DNA polymerase iota (human) inhibition; AID 588590; Potency, µM (doses to about 115 µM), without a hit: at the top dose activity, negative = inhibition, most hits filed as inhibitors; Pol iota fluorescent replication assay, 10 min; Q9UNA4; actives 1% (n = 390,000); note: potency is the fitted concentration of half-maximal effect
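Pol iota at 10 nM preincubated 15 min with compounds at room temperature; reaction started with fluorescent substrate, 50 nM final. Fluorescence read kinetically at 0 and 10 min; buffer-only wells as negative control.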
APEX1 inh = blocks human APE1 abasic DNA cleavage; recombinant APE1, TAMRA/BHQ-2 abasic DNA cleavage fluorescence; Potency, µM (titrated, usually from 65.8 µM), without a hit: at the highest dose activity change, negative = inhibition, most hits filed as inhibitors; actives 0.35% (n = 350,000); AID 2517;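 note: potency is the fitted concentration of half-maximal effect; plate controls were vehicle for no effect and reference inhibitor for full effect; nearly all actives have a fitted effect of over 55% in size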
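Enzyme (0.75 nM final) and test compound are incubated 15 min at room temperature before adding 50 nM quenched THF abasic-site duplex. Cleavage dequenches TAMRA, followed at 525/598 nm over three reads one minute apart.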
POLH inh = blocks human DNA polymerase eta activity; Q9Y253; recombinant Pol eta, fluorescent DNA replication assay; Potency, µM (doses to about 114 µM), for inactives: top-dose activity change, negative = inhibition, usual class: inhibitors; actives 1.2% (n = 390,000); note: potency is the fitted concentration of half-maximal effect; % is set by controls: 0 for no effect and ±100 for the full control effect
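Pol eta (10 nM) was preincubated with compounds for 15 min at room temperature, after which fluorescent replication substrate (50 nM final) was added to start the reaction. Fluorescence was read kinetically at 0 and 10 min.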
LDHA block = LDHA (human) enzyme inhibition. P00338. actives 0.15% (n = 480,000). activity change, % (values are at about 110 or 230 µM). purified LDHA, NADH/diaphorase-resazurin fluorescence; active compounds read low; in the data active = activity change below about -30%; inconclusive = mostly about -25% to -30%;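 note: plate controls were DMSO wells for no effect and wells without enzyme for full effect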
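LDH5 2 nM; NADH 0.06 mM, pyruvate 0.2 mM; 200 mM Tris pH 7.4, EDTA, Tween-20; 5 min RT. Detection: diaphorase 0.133 mg/mL + resazurin 37 µM, fluorescence ex540/em590 at 0 and 20 min; normalized to enzyme-free and DMSO wells.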
Starred values were filed as active, the others as inactive; ? = inconclusive; · = no result given; & = joins results of further samples; [ ] = remark or other dose. Unless noted, calls come from the whole dose curve; as a rule, active = well fitted curve in the direction sought with a large enough effect; inconclusive = small, poorly fitted or top-dose-only effect, or another doubt; inactive = no such curve, though single readings can be large; an effect the other way counts as inactive or inconclusive. This is a subset, so the mix of outcomes need not match the whole.

SMILES | Glioma ERSR ind | Pol beta inh | Apoferritin bind | Pol kappa inh | BLM inh | Pol iota inh | APEX1 inh | POLH inh | LDHA block
O=C(Cc1cn2ccsc2n1)Nc1ccccc1Oc1ccccc1 | -3% | -15% | -23% | -3% | -4% | 0% | 4% | 11% | 0
COc1ccc(NC(=O)c2ccc(NCC3CCCO3)c([N+](=O)[O-])c2)cc1 (centres undefined) | 3% | -9% | -20% | -22% | 1% | 25% | 4% | 10% | -8
O=C(OC1CCOC1=O)c1cccc(S(=O)(=O)Nc2ccc(F)cc2)c1 (centres undefined) | -2% | 3% | -8% | -8% | -1% | 44%[activator] | 1% | -19% | -1
Nn1c(SCC(=O)Nc2ccc(OC(F)F)cc2)nnc(Cc2ccccc2)c1=O | 1% | · | · | -1% | · | ? | 26% | -17% | 2
CCc1ccccc1NC(=O)C(CC)Sc1nc2cc3c(cc2c(=O)n1Cc1ccco1)OCO3 (centres undefined) | -2% | -25% | -3% | -9% | 0% | 0% | -1% | 5% | -8
Cc1ccc2c(c1)c(=O)c(S(=O)(=O)c1ccc(F)cc1)cn2CC(=O)Nc1ccc2c(c1)OCO2 | -3% | 5% | -12% | -2% | -5% | 33%[activator] | · | -10% | -2
CCOCCCNC(=O)/C(C#N)=C/c1ccc(C(=O)OC)cc1 | -3% | 2% | -1% | -12% | -7% | -12% | -10% | 1% | -1
CC(/C=C1\SC(=O)N(CC(=O)Nc2ccc(O)cc2)C1=O)=C\c1ccccc1 | -7% | -4% | ? | -19% | 2% | 19% | 6% | -14% | -7
COC(=O)C(C)Sc1snnc1-c1ccccc1 (centres undefined) | -2% | 2% | ? | -14% | -8% | 11% | 1% | -4% | -2
Cn1cnc2cc(NC(=O)c3ccc(Cl)cc3)ccc21 | -6% | 4% | 0% | -8% | 0% | -8% | 0% | -4% | 1
COc1ccc(C(=O)COC(=O)c2ccccc2NS(=O)(=O)c2ccc(O)c([N+](=O)[O-])c2)cc1 | 0% | ? | -7% | -30% | -21% | ? | -7% | ? | -9
Cn1nc(C(=O)NCc2ccccc2Cl)c2c1-c1ccccc1SC2 | -4% | 1% | -10% | 6% | -1% | 55%[activator] | · | -12% | -4&-7
CCn1c(SCC(=O)Nc2ccc(OC)cc2OC)nc2nc3c(cc2c1=O)COC(C)(C)C3 | 3% | 38%[activator] | -13% | 7% | 4% | 16% | 3% | -4% | -7
CCC12CCCN3CCC4(C(=C(C(=O)OC)C1)Nc1ccccc14)C32 (centres undefined) | -2% | 27% | -11% | -3% | -3% | 29% | -2% | -8% | 10
COc1ccccc1CNC(=O)COC(=O)Cc1c[nH]c2ccccc12 | -4% | · | · | -6% | · | 26% | 12% | -21% | -8

Some entries already given, limited to Pol iota inh and POLH inh:
smiles,Pol iota inh,POLH inh
CC(/C=C1\SC(=O)N(CC(=O)Nc2ccc(O)cc2)C1=O)=C\c1ccccc1,19%,-14%
COC(=O)C(C)Sc1snnc1-c1ccccc1 (centres undefined),11%,-4%

(continued)
SMILES | Glioma ERSR ind | Pol beta inh | Apoferritin bind | Pol kappa inh | BLM inh | Pol iota inh | APEX1 inh | POLH inh | LDHA block
O=C(Cn1nc(-c2ccccc2)c2ccccc2c1=O)NCCN1CCOCC1 | -1% | 30% | 2% | -12% | -1% | -7% | 9% | 5% | -3
CC(C)Cc1cc(C(=O)Nc2cc(C(F)(F)F)ccc2Cl)no1 | -4% | 0% | ? | -6% | -10% | 8% | -2% | -8% | 2
COc1ccc(C2Nc3ccccc3C(=O)N2c2ccccc2F)cc1COc1ccc(NC(C)=O)cc1 (centres undefined) | -3% | · | · | -18% | · | -2% | · | · | -2
CCCNc1nc(N2CCCC2)nc(N2CCCC2)n1 | -7% | 1% | -9% | -17% | -5% | 41%[activator] | -1% | -13% | -3
COc1ccc(OC)c(CN2CCN(C(=O)CNC(=O)c3ccccc3F)CC2)c1 | 2% | · | · | 1% | · | 20% | -9% | -11% | -1
CCN(CC(=O)NCc1ccc(F)cc1)C(=O)COc1ccc(C)c(C)c1 | 2% | 12% | -13% | 0% | -3% | 20% | -1% | -6% | 1
COc1cccc(CNC(=O)CSc2nnc(C)c3c(C)n(-c4ccccc4)nc23)c1OC | -3% | -13% | -6% | -6% | -1% | 2% | · | -3% | 6
C=CCOc1ccc(C2=NO[C@@H]3[C@@H]4C[C@@H]([C@H]5C(=O)N(C)C(=O)[C@@H]45)[C@H]23)cc1 | 0% | 6% | -9% | -19% | -7% | ? | 0% | -4% | 4
CCOC(=O)C1CCN(C(=O)CCNC(=O)c2ccccc2OC)CC1 | -4% | · | · | -2% | · | 20% | · | -6% | -3
Cc1cc(C)nc(N2CCC(C(=O)NNC(=O)c3ccccc3)CC2)n1 | -3% | -2% | 2% | -5% | -2% | -3% | 13% | 7% | -11
CCOc1cc2c(C#N)c(N3CCCCC3)nc(N)c2c(N)n1 | 6% | ? | ? | 8% | 28µM* | 55%[activator] | -6% | -15% | 13
Cc1ccc(NC(=O)COC(=O)c2ccc3c(c2)OCO3)c(C)c1 | -2% | -22% | -7% | -9% | -3% | 13% | -1% | -2% | -3
O=C(CCNC(=O)Cn1ccc2ccccc2c1=O)NCCN1CCN(c2cccc(Cl)c2)CC1 | -3% | -22% | -1% | -5% | 1% | 15% | 3% | -6% | -6
NC(=O)NC1NC(=O)NC1=O (centres undefined) | -4%&-2% | -1% | -6%&1% | -7%[60.1 µM] | 0%&-5% | 15%&-10% | 2% | -3% | -2&-6
CCN(CC)CCn1cnc2c1c(=O)n(CCOC(=O)c1cc(OC)c(OC)c(OC)c1)c(=O)n2C | -10% | 2% | 2% | -9% | 7% | 19% | 1% | -14% | -4

Grouped by structure: the compounds so far containing a Cl atom
SMILES | Glioma ERSR ind | Pol beta inh | Apoferritin bind | Pol kappa inh | BLM inh | Pol iota inh | APEX1 inh | POLH inh | LDHA block
Cn1cnc2cc(NC(=O)c3ccc(Cl)cc3)ccc21 | -6% | 4% | 0% | -8% | 0% | -8% | 0% | -4% | 1
Cn1nc(C(=O)NCc2ccccc2Cl)c2c1-c1ccccc1SC2 | -4% | 1% | -10% | 6% | -1% | 55%[activator] | · | -12% | -4&-7
CC(C)Cc1cc(C(=O)Nc2cc(C(F)(F)F)ccc2Cl)no1 | -4% | 0% | ? | -6% | -10% | 8% | -2% | -8% | 2
O=C(CCNC(=O)Cn1ccc2ccccc2c1=O)NCCN1CCN(c2cccc(Cl)c2)CC1 | -3% | -22% | -1% | -5% | 1% | 15% | 3% | -6% | -6

Further compounds.
SMILES | Glioma ERSR ind | Pol beta inh | Apoferritin bind | Pol kappa inh | BLM inh | Pol iota inh | APEX1 inh | POLH inh | LDHA block
CCCCCCC1CCC(c2nc(-c3ccncc3)no2)CC1 (centres undefined) | -3% | -10% | -9% | -13% | -8% | 10% | 2% | -23% | -1
CCN(CC)c1ccc(N=C2C(=O)Nc3ccccc32)cc1 | 0% | 13% | -3% | -11% | -10% | 70%[activator] | 0% | -15% | 34
CCn1c(SCC(=O)NCc2ccccc2)nnc1-c1ccccc1O | -5% | 5% | -3% | -4%[60.1 µM] | -1% | 10% | -4% | -4% | 2
CC1(C)NC(=O)N(CC(=O)OCC(=O)Nc2cc(S(=O)(=O)N3CCCCCC3)ccc2Cl)C1=O | -3% | 17% | -10% | -9% | 2% | 6% | 0% | -9% | -6
COC(=O)c1ccc(CN2C(=O)c3ccccc3C2=O)cc1 | -1% | 18% | -4% | -6% | -2% | 153%[activator] | 25% | -21% | -3
CC1=CC(=Nc2c(C)n(C)n(-c3ccccc3)c2=O)C=CC1=O | · | -2% | -17% | · | -11% | · | -6% | · | ·
CN(C)CCNc1ncnc2c1cnn2-c1cccc(Cl)c1 | 0% | 82% | -7% | -4%[60.1 µM] | 18% | 23% | · | -23% | -2
CCC(Oc1ccccc1)C(=O)Nc1ccccc1C(=O)N1CCN(C)CC1 (centres undefined) | -5% | 27% | -1% | -7% | 0% | 6% | -8% | -11% | -12
CCc1ccc(NS(=O)(=O)c2c(C)nc3sc(CC)nn3c2=O)cc1 | -2%&-3% | 1%&20% | ? | 5%&-19% | -3%&-11% | 0%&35% | 10% | -10%&-12% | -2&-4
CCC(=O)NNc1nc2c(C)c(C)ccc2s1 | 4% | 5% | -7% | 0% | -4% | 15% | 1% | -22% | 0
CCCCOC(=O)c1ccc(-c2ccc(/C=N/NC(=S)NCC)o2)cc1 | 0% | 5% | 1% | -24% | -4% | 0% | -1% | -5% | -10
C[C@@]12CCC3[C@@](CCC4[C@@]3(C)CCC[C@@]4(C)C(=O)NC3CCCCC3)(CC1=O)C2 (some centres undefined) | -3% | · | · | -25% | · | -11% | 6% | -11% | -1
CC(=O)c1cccc(N=Cc2c(O)ccc3ccccc23)c1 | -3% | 12% | -18% | -11% | 1% | ? | 18% | -16% | 29
Nc1ccc(S(=O)(=O)Nc2cc(Cl)c(N)c(Cl)c2)cc1 | -6% | · | · | -4% | · | 30%[activator] | · | -2% | -4
CCOP(=O)(OCC)C(Nc1cc(Cl)cc(Cl)c1)c1cccc(O)c1 (centres undefined) | -4% | -15% | -15% | -7% | -5% | 20% | -11% | -15% | -2
COc1ccc(C2c3[nH]c4ccccc4c3CCN2C(=O)c2cc3ncccn3n2)c(F)c1 (centres undefined) | 1% | 11% | -13% | -5% | -11% | 65%[activator] | 16% | -16% | 2
O=C1c2ccccc2C(=O)N1CCCc1nc2ccccc2c(=O)n1Cc1ccco1 | -3% | 0% | -17% | -6% | 0% | -13% | ? | -17% | -5
COc1ccc(Oc2cc(C)c3ccccc3n2)cc1 | 4% | 17% | ? | -21% | -4% | -3% | -2% | -17% | 1
COc1ccccc1N(C)S(=O)(=O)c1ccc(C(=O)OCC(=O)c2c[nH]c3ccccc23)cc1 | 6% | -7% | 9% | -4% | 2% | -14% | ? | -23% | -4
Cc1cnc(CN2CCc3c([nH]c4ccccc34)C2C2CCCCC2)[nH]1 (centres undefined) | 2% | ? | -6% | -1% | -3% | 94%[activator] | 3% | -20% | -2
Cc1[nH]nc2c1C(c1cccc(O)c1)C1=C(CC(C)(C)CC1=O)N2 (centres undefined) | -6% | 36% | -3% | -5% | -4% | 3% | -1% | -3% | 0
COC1=CC(=O)c2ccccc2C1=O | -10% | · | · | 10% | · | 14µM* | -4% | ? | 7
Cc1nnc2n1CCCCC2 | -5% | ? | -12% | -4% | -1% | -9%[58.9 µM] | -2% | -20% | -2
